# Bioassay records: PubChem BioAssay, several laboratories
# CF NFkB block – cystic fibrosis NF-kB activation inhibition | inhibition, % at 5 µM | KKLEB NF-kB-GFP reporter, PAF-induced, GFP fluorescence overnight | 360,000 tested, 0.86% active;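 active means at least 50% inhibition at 5 µM, scaled per plate between neutral and stimulator controls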;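 further: PAF is a Pseudomonas aeruginosa culture filtrate used as stimulus; plate controls were PAF-stimulated DMSO wells for no effect and unstimulated DMSO wells for full effect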
# Peg3 prom inh – Peg3 promoter activity inhibition; HeLa PEG-Prom luciferase reporter, luminescence, overnight; inhibition, % at 20 µM; 360,000 tested, 1.7% active; AID 588405;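 active means inhibition of at least 50% at 20 µM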
# NR2E3 ag-1 – human photoreceptor-specific nuclear receptor agonism | CHO-S Gal4-NCOR/VP16-NR2E3 two-hybrid, luciferase | 360,000 tested, 0.35% active | Q9Y5X4 | inhibition of corepressor binding, % at 3.98 µM | AID 602229;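 active means inhibition above the mean of all tested compounds plus 3 SD, cut at about 70% in these data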;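 further: 0% = DMSO with NR2E3 transfected cells and 100% = cells lacking NR2E3 construct; higher means lower luciferase signal from less NR2E3 corepressor binding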
# Target sequence (Q9Y5X4 whole entry, looked up, the tested form may be a part): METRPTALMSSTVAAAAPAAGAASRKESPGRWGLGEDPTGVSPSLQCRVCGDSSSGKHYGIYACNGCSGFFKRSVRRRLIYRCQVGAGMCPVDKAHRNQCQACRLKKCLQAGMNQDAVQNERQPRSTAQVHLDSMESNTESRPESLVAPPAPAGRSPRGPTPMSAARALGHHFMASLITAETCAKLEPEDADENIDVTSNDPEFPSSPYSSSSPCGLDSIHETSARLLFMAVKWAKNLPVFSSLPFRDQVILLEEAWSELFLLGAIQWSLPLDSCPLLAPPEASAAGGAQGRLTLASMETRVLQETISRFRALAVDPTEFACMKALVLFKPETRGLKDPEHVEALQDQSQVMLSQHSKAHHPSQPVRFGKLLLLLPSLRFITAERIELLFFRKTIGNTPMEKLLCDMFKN
# KKLEB cytotox – CF airway cell cytotoxicity counter-screen. activity change (cytotoxicity), % at 5 µM. AID 602141. 360,000 tested, 0.36% active. KKLEB CF airway cells viability, ATPlite luminescence, overnight; active compounds read low; cells stimulated with P. aeruginosa culture filtrate;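 active means corrected activity change at or below -50% at 5 µM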
# NR2E3 ag-2 – NR2E3 (human) agonism | Q9Y5X4 | GST-NR2E3/biotin-RetCOR TR-FRET, 1536-well | inhibition of corepressor binding, % at 4.78 µM | 320,000 tested, 0.12% active | AID 2300;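 active means percent inhibition above the cutoff of mean plus 3 SD of all tested compounds, set per screening campaign, cut at about 20% in these data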;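 further: 0% = DMSO wells and 100% = biotin wells as full block of FRET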
#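 system = GST-tagged NR2E3 plus biotinylated RetCOR corepressor | input = 1.35 nM GST-NR2E3 | also added = 7 nM biotin-RetCOR | schedule = 5 h incubation at 4 °C | measured by = TR-FRET with europium anti-GST and streptavidin-D2, 340 nm excitation | read-out = percent loss of FRET ratio relative to control wells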
# CaV13 FRET inh – Primary screen for inhibitors of IQ motif and Ca2+-dependent inactivation inhibitor domain binding in CACNA1D, Förster resonance energy transfer in living cells, …; HEK cells, CFP/YFP FRET ICDI-IQ, plate reader, 10 min; percent FRET-ratio fall versus neutral wells; inhibition, % at 12.3 µM; 340,000 tested, 0.098% active;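 active means mean replicate inhibition of at least 30% and at least 1% of replicates passing that level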;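 further: 0% = median of the neutral control wells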
# PDI turbidity – inhibitors of human protein disulfide isomerase; inhibition, % at 10 µM; P07237; PDI insulin aggregation turbidity, A650, 90 min; 350,000 tested, 0.052% active;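 active means mean inhibition across replicates of 30% or more, whatever share of single replicates reach that level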;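 further: absorbance from insulin aggregation driven by PDI reduction with DTT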
# Target sequence (P07237 whole entry, looked up): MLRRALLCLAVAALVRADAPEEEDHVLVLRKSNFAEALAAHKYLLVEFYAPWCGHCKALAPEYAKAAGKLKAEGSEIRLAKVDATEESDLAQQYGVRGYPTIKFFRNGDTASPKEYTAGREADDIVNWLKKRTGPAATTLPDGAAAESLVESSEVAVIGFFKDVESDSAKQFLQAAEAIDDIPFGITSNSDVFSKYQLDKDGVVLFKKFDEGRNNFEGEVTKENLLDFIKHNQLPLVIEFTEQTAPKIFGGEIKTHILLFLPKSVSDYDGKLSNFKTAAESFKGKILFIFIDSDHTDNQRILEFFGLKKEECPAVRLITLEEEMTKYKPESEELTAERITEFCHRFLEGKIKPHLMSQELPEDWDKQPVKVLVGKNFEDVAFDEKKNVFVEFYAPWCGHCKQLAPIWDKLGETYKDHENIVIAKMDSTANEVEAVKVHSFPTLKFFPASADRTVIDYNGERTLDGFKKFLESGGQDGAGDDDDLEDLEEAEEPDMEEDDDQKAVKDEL
# HIF-2a inh – blocks HIF-2a reporter activity; AID 624352; 360,000 tested, 0.72% active; inhibition, % at 18.8 µM; 786-0 RCC cells HIF-2a reporter, luciferase luminescence, overnight;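 active means inhibition of the luminescence signal of 40% or more relative to plate controls, in a single-dose primary screen at 18.75 µM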
# Shn3 3UTR inh – reduces Shn3 3'UTR luciferase signal in osteoblasts; Clone20 osteoblast Shn3 3'UTR firefly luciferase, 24 h; inhibition, % at 12.5 µM; 360,000 tested, 0.52% active; AID 588674;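 active means mean inhibition of at least 75% with every replicate also reaching 75%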;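 further: 0% = median of neutral control wells and 100% = pilot-screen positive control compound; some compounds past the cut are filed as inactive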
# MITF TRPM1 inh – reduces MITF-dependent TRPM1 promoter luciferase signal; SK-MEL-5 TRPM1 promoter luciferase, 24 h; AID 488899; inhibition, % at 12.5 µM; 330,000 tested, 0.83% active;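 active means mean inhibition across replicates of 60% or more, whatever share of single replicates reaches that level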; further: values of inactives mirror those of a sister screen read the other way
# Vif inh – HIV Vif inhibition | HEK293T cells, Vif self-association by quenched fluorescence, imaging, 24 h | inhibition, % at 7.49 µM | 340,000 tested, 0.35% active; in the data active means inhibition above about 50%, passing the limit was not always enough; further: some results filed as inactive read as strong as hits
# * hit, by the source's call; · = not tested or not shown. Rows are unselected. Share with any hit: about 3.3%.
SMILES,CF NFkB block,Peg3 prom inh,NR2E3 ag-1,KKLEB cytotox,NR2E3 ag-2,CaV13 FRET inh,PDI turbidity,HIF-2a inh,Shn3 3UTR inh,MITF TRPM1 inh,Vif inh
Cc1cc(NC(=O)Cn2c(=O)oc3ccc(Cl)cc32)no1,12,2,-1,2,1,-2,6,4,-7,4,-9
S=C(Nc1ccc2nc(-c3ccccn3)c(-c3ccccn3)nc2c1)N1CCCCCC1,4,-36,-13,1,-1,-68,-5,7,7,13,-15
C/C=C/c1cnc2c(c1)C(=O)N([C@H](C)CO)C[C@H](C)[C@@H](CN(C)C(=O)CN1CCOCC1)O2,-3,7,3,-17,·,-2,3,-7,-14,·,-8
Cn1c(=O)c2c(nc(SCc3cccnc3)n2Cc2ccccc2)n(C)c1=O,4,17,-22,-13,4,-3,-1,16,5,5,5
CCOC(=O)Cn1c(COc2ccccc2OC)[n+](C)c2ccccc21,1,8,-23,-1,1,-4,-4,16,13,·,66*
CCOC(=O)NCc1ccc(S(=O)(=O)Nc2ccc(C)cc2)cc1,-7,10,-9,3,-2,-6,-3,15,8,3,8
Cc1nc2sc(-c3ccccc3)cc2c(=O)[nH]1,4,-20,-115,-26,1,-10,0,-65,-33,21,-15
CCn1nc(C)c(CNCc2cn[nH]c2-c2cc3ccccc3o2)c1C,-5,0,-19,-4,1,5,10,11,-4,0,4
CC(=O)c1ccc(NC(=O)C(C)OC(=O)C(C)Oc2cccc(C)c2)cc1 (configuration not stated),13,-11,-9,-4,-4,-5,1,8,0,12,9
C[C@H](CO)N1C[C@H](C)[C@@H](CN(C)Cc2ccc(C(=O)O)cc2)Oc2ccc(NS(C)(=O)=O)cc2C1=O,-7,-6,5,1,·,-5,7,0,-13,·,-3
O=C(NCc1nnc2c(C(F)(F)F)cc(Cl)cn12)c1cccs1,-1,-1,-37,-12,1,-4,-6,5,11,10,-4
COc1ccc(Cl)cc1C(=O)NNC(=O)c1cccc([N+](=O)[O-])c1,11,-32,-14,-24,2,2,-8,-18,1,-14,3
CN(CC(=O)Nc1ccc(F)cc1)C(=O)CSc1ccc2c(c1)OCCO2,12,3,-11,2,0,-6,-3,-9,-7,5,-3
BrC(=C\c1ccccc1)/C=N/N1CCN(c2ccccn2)CC1,-7,-130,-14,6,-1,0,1,-186,-17,-32,0
COc1ccc(-c2cc(C(=O)OCC(=O)N(C)C3CCS(=O)(=O)C3)c3ccccc3n2)cc1OC (configuration not stated),-35,-17,9,2,2,-20,-4,-38,-8,-21,6
CC(C(=O)Nc1ccccn1)c1ccccc1 (configuration not stated),-3,0,11,-1,·,11,15,9,-8,7,1
COc1ccccc1N1CCN(Cc2cc3c(cc2O)OCO3)CC1,6,-13,-19,-2,2,-4,7,15,-5,10,14
CC(=O)N/N=C/C1=CCC2CC1C2(C)C (configuration not stated),15,-1,-9,-3,0,-4,0,14,-22,3,-4
O=C(Nc1ccc(F)cc1)C1CC(=O)N(Cc2ccco2)C1 (configuration not stated),-7,20,-11,-10,1,-2,-9,-1,-7,6,·
O=C(Nc1cccnc1)/C(N=Nc1c(Cl)cccc1Cl)=C(\O)c1ccccc1,13,16,9,-19,-1,-6,-7,18,11,-4,9
CCc1nnc(NC(=O)Cc2ccc(OC)c(OC)c2)s1,-9,6,-3,18,3,-1,4,12,-2,2,1
CCn1nc(C)c(/C=N/NC(=O)c2c[nH]c3ccccc23)c1C,-5,-207,-39,10,-5,-3,-4,-220,-53,-40,2
CC(C)NC(=O)C(=O)NCCCOC(C)C,-16,-9,-33,9,4,-4,9,8,-25,3,-7
CSc1cnn(-c2ccccc2)c(=O)c1SC,12,6,7,-2,3,-5,2,-7,6,0,-8
N#C/C(=C/c1ccc(F)cc1)C(N)=S,19,4,-6,-7,8,2,4,3,23,11,0
COc1ccc(S(=O)(=O)NCc2cc(-c3ccccc3Cl)no2)cc1,-8,-1,7,16,6,-4,-3,12,-3,6,8
O=C(NC(=S)NCc1ccccc1)c1ccccc1F,-9,-16,6,-4,-5,-4,-7,-30,-40,-8,2
CC(=O)OC(C)=O,-2,2,-9,-10,2,·,·,0,0,0,10
CCOc1ccc(-n2ccnc2SCC(=O)N2CCCc3ccccc32)cc1,6,13,-21,-17,-1,-14,-1,18,26,-10,-6
COc1cc(/C=C2/N=C(C3CCCCC3)OC2=O)cc(OC)c1OC,-3,7,-3,11,-1,-4,4,14,-22,-2,-2
Cc1ccc(OCC(=O)n2nc(C)cc2C)c(Br)c1,4,-15,-45,-7,4,-9,-4,-36,-33,22,5
COc1ccc(C(=O)Nc2ccccc2C(=O)NC2CC2)c(OC)c1OC,6,-2,-16,6,·,-5,1,-6,-12,·,-2
C=CCc1cc(C=O)cc(OC)c1OCc1ccc(C(=O)O)cc1,-21,-24,-66,9,2,1,-7,-20,-12,4,26
N=c1c[n+](-c2ccc(Cl)cc2)[n-]o1,1,7,-9,-6,-1,·,5,-1,-15,10,7
COc1cccc(-c2nc(CS(=O)(=O)CC(=O)Nc3ccccc3C)c(C)o2)c1,-17,16,-5,6,1,-2,-11,3,10,0,-5
CC(=O)c1ccc(NC(=O)Nc2ncn(Cc3cccc(C)c3)n2)cc1,-5,-16,-24,1,0,-4,4,-24,11,-4,15
Cc1nnsc1C(=O)N1CCCC(Nc2ccc(F)c(F)c2)C1 (configuration not stated),12,-6,-26,2,3,-2,-5,-38,-1,-9,-4
CC(C)CC(=O)OC(C)(C)[C@@H]1Cc2c(ccc3ccc(=O)oc23)O1,-5,-2,-4,-8,·,-10,-3,12,1,3,-4
CCc1cccc(NC(=O)Cc2ccc([N+](=O)[O-])cc2)c1,-16,10,-5,5,2,-5,-3,17,2,-1,-1
CCn1c(SCC(=O)N/N=C/C=C/c2ccco2)nnc1-c1ccc(OC)cc1,3,1,9,-4,-2,-5,0,2,3,-8,-5
CC[C@]12c3[nH]c4ccccc4c3CCN1C(=O)C(CC(=O)NCc1ccc(OC)c(OC)c1)C[C@@H]2C(=O)N1CCN(C(=O)C2CC2)CC1 (some centres not stated),-17,-1,-13,17,·,-4,-1,4,-9,-13,·
COc1ccccc1NC(=O)CCN1C(=O)c2ccccc2S1(=O)=O,-10,-2,-39,0,7,0,3,7,11,4,3
O=C(NC(Cc1c[nH]c2ccccc12)C(=O)O)c1ccccc1 (configuration not stated),-2,-4,-4,8,1,-6,-6,10,9,-2,4
CCOc1ccc(N(Cc2cc3cc(C)ccc3[nH]c2=O)C(=O)COC)cc1,-21,8,-34,9,3,-5,0,18,3,1,-5
CNC(=O)/C(=C/c1ccc2c(c1)OCO2)NC(=O)c1ccc(Br)cc1,14,10,-12,4,2,-4,11,12,-5,-5,-1
Cc1ccc(N2C(=O)S/C(=C/c3cn(C)c4ccccc34)C2=O)cc1,12,-88,-31,-10,-2,-5,-1,-143,-32,-92,2
COc1ccccc1C(=O)NCCC(=O)Nc1ccc(S(=O)(=O)N2CCC(C)CC2)cc1,20,13,-11,21,-1,-3,4,9,13,-11,-9
O=C(C1CCCN(Cc2ccccc2[N+](=O)[O-])C1)N1CCCCC1 (configuration not stated),-20,4,-1,13,0,-5,-5,-2,5,-6,6
O=C(CCCN1CC=C(n2c(=O)[nH]c3ccccc32)CC1)c1ccc(F)cc1,-2,13,-14,11,-1,-5,1,9,5,3,-8
CC(C)N1CCOC1c1ccccc1 (configuration not stated),-11,-35,27,-9,·,-6,-5,-6,0,17,14
CC(NCc1ccc(S(N)(=O)=O)cc1)C(=O)Nc1ccc([N+](=O)[O-])cc1Cl (configuration not stated),-15,15,27,-2,6,1,10,18,-15,6,1
Cc1ccc(SCc2cc(=O)[nH]c(N3CCCCC3)n2)cc1,3,-5,-1,3,-1,-4,-5,-4,7,-5,6

# Gathered by group, those above with fluorine
SMILES,CF NFkB block,Peg3 prom inh,NR2E3 ag-1,KKLEB cytotox,NR2E3 ag-2,CaV13 FRET inh,PDI turbidity,HIF-2a inh,Shn3 3UTR inh,MITF TRPM1 inh,Vif inh
O=C(NCc1nnc2c(C(F)(F)F)cc(Cl)cn12)c1cccs1,-1,-1,-37,-12,1,-4,-6,5,11,10,-4
CN(CC(=O)Nc1ccc(F)cc1)C(=O)CSc1ccc2c(c1)OCCO2,12,3,-11,2,0,-6,-3,-9,-7,5,-3
O=C(Nc1ccc(F)cc1)C1CC(=O)N(Cc2ccco2)C1 (configuration not stated),-7,20,-11,-10,1,-2,-9,-1,-7,6,·
N#C/C(=C/c1ccc(F)cc1)C(N)=S,19,4,-6,-7,8,2,4,3,23,11,0
O=C(NC(=S)NCc1ccccc1)c1ccccc1F,-9,-16,6,-4,-5,-4,-7,-30,-40,-8,2
Cc1nnsc1C(=O)N1CCCC(Nc2ccc(F)c(F)c2)C1 (configuration not stated),12,-6,-26,2,3,-2,-5,-38,-1,-9,-4
O=C(CCCN1CC=C(n2c(=O)[nH]c3ccccc32)CC1)c1ccc(F)cc1,-2,13,-14,11,-1,-5,1,9,5,3,-8
